Source: PubChem BioAssay (several laboratories)
FAS-TE inh: FAS thioesterase (human) inhibition; 0.67% of 360,000 active; P49327; AID 602261; inhibition, % at 15 µM; recombinant FAS-TE, OMFH fluorogenic substrate, fluorescence endpoint;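 active means compounds whose normalised, plate-corrected inhibition of enzyme fluorescence in the single-dose primary screen is 50% or more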;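 further: 0% = DMSO with enzyme and 100% = substrate without enzyme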
Target sequence (P49327 whole entry, looked up): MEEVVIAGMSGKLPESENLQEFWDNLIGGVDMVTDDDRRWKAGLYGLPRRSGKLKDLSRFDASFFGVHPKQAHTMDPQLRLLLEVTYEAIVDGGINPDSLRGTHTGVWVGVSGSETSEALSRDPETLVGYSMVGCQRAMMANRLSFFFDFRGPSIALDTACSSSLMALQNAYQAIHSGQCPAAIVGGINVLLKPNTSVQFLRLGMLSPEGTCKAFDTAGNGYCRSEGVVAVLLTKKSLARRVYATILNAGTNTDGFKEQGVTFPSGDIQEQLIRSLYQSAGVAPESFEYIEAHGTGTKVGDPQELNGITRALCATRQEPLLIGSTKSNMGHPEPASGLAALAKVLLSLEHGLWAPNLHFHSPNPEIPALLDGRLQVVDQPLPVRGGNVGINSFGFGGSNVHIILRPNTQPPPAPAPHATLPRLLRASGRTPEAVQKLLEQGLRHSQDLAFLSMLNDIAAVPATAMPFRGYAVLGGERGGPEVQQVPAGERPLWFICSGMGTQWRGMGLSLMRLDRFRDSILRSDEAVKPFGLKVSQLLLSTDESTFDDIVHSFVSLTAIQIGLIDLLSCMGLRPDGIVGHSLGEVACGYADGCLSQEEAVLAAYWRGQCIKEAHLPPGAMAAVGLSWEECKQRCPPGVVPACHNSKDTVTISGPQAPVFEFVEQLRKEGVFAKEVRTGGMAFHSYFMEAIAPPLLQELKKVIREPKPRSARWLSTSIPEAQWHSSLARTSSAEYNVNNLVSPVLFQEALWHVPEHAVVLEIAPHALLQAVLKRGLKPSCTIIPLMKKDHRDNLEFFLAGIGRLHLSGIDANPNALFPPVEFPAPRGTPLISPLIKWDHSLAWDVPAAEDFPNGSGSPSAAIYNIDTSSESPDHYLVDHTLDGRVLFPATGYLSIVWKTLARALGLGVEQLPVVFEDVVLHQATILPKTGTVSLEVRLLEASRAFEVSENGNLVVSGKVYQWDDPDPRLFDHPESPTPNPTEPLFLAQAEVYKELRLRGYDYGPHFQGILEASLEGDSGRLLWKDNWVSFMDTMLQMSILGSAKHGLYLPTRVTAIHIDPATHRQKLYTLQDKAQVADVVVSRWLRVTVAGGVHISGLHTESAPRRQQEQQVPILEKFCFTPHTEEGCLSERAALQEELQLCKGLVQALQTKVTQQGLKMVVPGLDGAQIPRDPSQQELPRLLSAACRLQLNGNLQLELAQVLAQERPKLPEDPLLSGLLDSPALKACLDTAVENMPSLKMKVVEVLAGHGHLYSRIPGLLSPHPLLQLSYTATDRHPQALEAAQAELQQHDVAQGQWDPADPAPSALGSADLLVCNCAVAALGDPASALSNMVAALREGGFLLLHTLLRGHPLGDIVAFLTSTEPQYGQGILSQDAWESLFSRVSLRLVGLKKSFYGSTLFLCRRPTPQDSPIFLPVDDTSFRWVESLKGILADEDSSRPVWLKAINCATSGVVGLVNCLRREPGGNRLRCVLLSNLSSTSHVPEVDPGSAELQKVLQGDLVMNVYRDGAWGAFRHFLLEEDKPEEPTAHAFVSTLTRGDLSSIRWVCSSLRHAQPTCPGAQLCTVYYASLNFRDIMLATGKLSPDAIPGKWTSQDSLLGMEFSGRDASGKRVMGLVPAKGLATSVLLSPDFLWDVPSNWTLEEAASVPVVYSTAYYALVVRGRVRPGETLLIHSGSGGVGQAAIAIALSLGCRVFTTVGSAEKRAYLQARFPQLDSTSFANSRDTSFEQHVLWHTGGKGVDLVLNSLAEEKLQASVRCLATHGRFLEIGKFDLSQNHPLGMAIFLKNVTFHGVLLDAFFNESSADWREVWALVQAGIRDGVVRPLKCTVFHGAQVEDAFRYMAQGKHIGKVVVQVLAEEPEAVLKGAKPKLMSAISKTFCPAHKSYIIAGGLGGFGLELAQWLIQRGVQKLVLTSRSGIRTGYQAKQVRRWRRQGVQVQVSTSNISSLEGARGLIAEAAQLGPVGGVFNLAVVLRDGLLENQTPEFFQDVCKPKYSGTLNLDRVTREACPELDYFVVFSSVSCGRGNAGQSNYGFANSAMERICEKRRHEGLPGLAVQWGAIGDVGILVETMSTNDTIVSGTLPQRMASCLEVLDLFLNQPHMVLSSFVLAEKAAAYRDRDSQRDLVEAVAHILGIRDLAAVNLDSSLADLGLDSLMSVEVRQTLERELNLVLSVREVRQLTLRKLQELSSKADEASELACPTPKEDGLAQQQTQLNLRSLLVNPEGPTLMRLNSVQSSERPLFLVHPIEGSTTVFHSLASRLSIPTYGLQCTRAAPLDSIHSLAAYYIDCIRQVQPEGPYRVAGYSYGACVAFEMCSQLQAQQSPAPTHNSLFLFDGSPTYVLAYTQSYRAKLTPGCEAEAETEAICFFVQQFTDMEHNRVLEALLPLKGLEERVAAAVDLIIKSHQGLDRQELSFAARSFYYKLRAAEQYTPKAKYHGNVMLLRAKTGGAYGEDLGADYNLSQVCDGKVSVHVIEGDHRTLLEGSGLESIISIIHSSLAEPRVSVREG
CendR NRP1 mod: NRP-1/CendR interaction modulation; O14786; FAM-RPARPAR peptide binding to NRP-1, fluorescence polarization; 0.85% of 360,000 active; inhibition, % at 25 µM; AID 602438;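 active means inhibition or corrected inhibition above about 18%, plus a signal ratio from 0.5 to 1.5, limit read from the data, passing the limit was not always enough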; further: strong numbers were not always called active
Neddylation inh: cullin neddylation inhibition; P61081+Q13564; TR-FRET cullin neddylation, biochemical; calls only at 25 µM; 0.58% of 360,000 active; in the data active means inhibition above about 36%
MsrA inh: inhibits bovine methionine sulfoxide reductase A. purified bovine MsrA, absorbance read-out. inhibition, % at 15.5 µM. 0.75% of 360,000 active. AID 651718; in the data active means inhibition above about 4.5%;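 further: 0% = vehicle wells with enzyme and 100% = reference inhibitor wells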
MT1-MMP act inh: inhibitors of human MT1-MMP activation; AID 651647; HT1080 RFP-PRO-GFP cells, GFP/RFP ratio fluorescence, overnight; percent of plate control window, DMSO zero; 0.061% of 360,000 active; GFP/RFP ratio change, % at 20 µM;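 active means GFP/RFP ratio change of at least 30% with cell ATP level not reduced by more than half and red fluorescence within 50% of control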; further: strong numbers were not always called active
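Material – HT1080 RFP-PRO-GFP cells · Control set – DMSO wells and RFP-L50D-GFP cells · Incubation – overnight cell settling, then overnight compound exposure, 37 °C, 5% CO2 · Compound dosing – single-point 20 µM compound, 1% DMSO · Read-out – GFP/RFP fluorescence ratio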
eLon inh: inhibits E. coli Lon protease; inhibition, % at 7.94 µM; purified E. coli Lon protease, fluorescence polarization; 0.42% of 360,000 active; AID 602123; in the data active means inhibition above about 13%, passing the limit was not always enough;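 further: 0% = enzyme with probe and DMSO and 100% = no enzyme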
SKN-1 block: blocks SKN-1 activity in C. elegans. C. elegans VP596 Pgst-4::GFP/RFP ratio, acrylamide-induced, 24 h. inhibition, % at 21.8 µM. 0.49% of 360,000 active. AID 624304;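 active means interference check ratio from 0.5 to 1.5 plus GFP to RFP signal ratio inhibition reaching or exceeding a fixed threshold, cut at about 30% in these data, passing the limit was not always enough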; further: some compounds called inactive have numbers as strong as hits
bovine MsrA act: bovine methionine sulfoxide reductase A activation; purified bovine MsrA, absorbance read-out; activation, % at 10.6 µM; 0.3% of 360,000 active; AID 602163; in the data active means activation above about 7.5%;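 further: 0% = vehicle and 100% = reference activator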
Rin1 Abl inh: human Rin1-Abl interaction inhibition. P00519+Q13671. TR-FRET Rin1/Abl binding, biochemical. inhibition, % at 7.35 µM. 0.4% of 360,000 active. AID 588664; in the data active means inhibition above about 5%, passing the limit was not always enough
An asterisk follows results filed as active; i = inactive; nt = no result given; + = active, no number.

Results follow in this order: MsrA inh | MT1-MMP act inh | bovine MsrA act | Rin1 Abl inh | SKN-1 block | FAS-TE inh | eLon inh | CendR NRP1 mod | Neddylation inh
- CN(CCC1CCCCO1)C(=O)CCc1nnc(C2CCCCC2)o1 (configuration not stated)
  -1.5 | -1 | -5 | 2 | 4 | -7 | -3 | 7 | i
- Cc1ccc(S(=O)(=O)CCC(=O)OCC(=O)c2ccc(F)cc2)cc1
  2.8 | -1 | -1 | 1 | 4 | 0 | -3 | 0 | i
- Cc1ccc(N2C(=O)N(CC(=O)NCc3ccc(Cl)cc3)C(=O)C2C)cc1 (configuration not stated)
  -0.9 | 4 | -2 | -4 | 1 | 13 | 3 | 1 | i
- CC(=O)OCC(=O)c1ccc2ccn(C(C)=O)c2c1
  2.4 | 3 | -1 | 3 | -1 | -11 | 5 | -3 | nt
- Cc1ccc(C(=O)C(C)OC(=O)c2ccccc2[N+](=O)[O-])cc1 (configuration not stated)
  -0.7 | -5 | -9 | -1 | -20 | 19 | 0 | 10 | i
- Brc1cccc(CNn2cnnc2)c1
  -0.4 | -1 | -2 | 4 | -12 | -5 | 4 | 6 | i
- COCCn1c(SCc2nc3cc(OC)c(OC)cc3c(=O)[nH]2)nnc1-c1ccncc1
  -1.3 | -2 | 0 | -2 | 14 | -4 | 1 | 15 | i
- O=C(CSc1nccn1-c1ccccc1)NO
  0.5 | 1 | -2 | 2 | 13 | -5 | -2 | -2 | i
- Cc1cc(C)c(C)c(S(=O)(=O)N[C@@H](C)C(=O)OCC(=O)NC2CCCC(C)C2C)c1C (some centres not stated)
  -0.6 | -1 | 0 | -1 | -13 | 9 | -17 | 15 | i
- Cc1nc(COc2cccc(Cl)c2)sc1C(=O)/C=C/N(C)C
  0.0 | 4 | -1 | -3 | 7 | 3 | -8 | -2 | i
- Cc1n[nH]c(=O)nc1NCC1CCCO1 (configuration not stated)
  1.5 | 2 | -2 | 1 | -20 | -9 | 5 | 11 | i
- COC(=O)[C@]1(Sc2ccc(C)cc2)CC(=O)N[C@@H]1c1ccco1
  0.5 | -4 | -5 | nt | -6 | -3 | 0 | -11 | i
- COc1ccc(C2c3ccc(O)cc3Oc3ncn4nc(-c5cccnc5)nc4c32)cc1OC (configuration not stated)
  -0.8 | 5 | -5 | 1 | 1 | 6 | -4 | -20 | i
- COc1cc(S(=O)(=O)N2CCCCC2)ccc1NC(=O)Cc1ccccc1
  nt | 4 | -1 | -2 | 1 | 1 | 5 | -8 | i
- Cc1ccccc1-c1cnc(C(O)c2ccc(C(C)(C)C)cc2)[nH]1 (configuration not stated)
  -0.9 | 1 | -3 | 1 | 3 | 6 | -9 | 21 | i
- O=C(NCc1ccc(F)cc1)c1cnc(-c2ccccn2)nc1C(F)(F)F
  -0.7 | -8 | 1 | -1 | 26 | 2 | -2 | 29* | i
- COc1ccc(N(CC(=O)NCc2ccc(Cl)cc2)S(=O)(=O)c2c(C)noc2C)cc1
  0.2 | -1 | 3 | -3 | 3 | 16 | -6 | -3 | i
- N=c1sccn1CC(=O)Nc1ccc2c(c1)CCC2
  0.5 | -1 | -2 | 3 | 26 | -15 | 1 | 4 | i
- CCc1cccc(CC)c1NC(=S)N1CCn2cccc2C1c1cccnc1 (configuration not stated)
  0.0 | -3 | -5 | 0 | 0 | 5 | 13 | -8 | i
- COCn1c(C(O)c2ccccc2)cc2ccccc21 (configuration not stated)
  -0.9 | -1 | -4 | 2 | -2 | 1 | 0 | 8 | i
- NC(=O)COC(=O)c1cc(Cl)cc(Cl)c1N
  1.1 | -2 | -2 | 1 | -1 | -7 | -1 | 16 | nt
- O=C(CN1CCN(c2ccccc2)CC1)Nc1ccc(-n2cnnn2)cc1
  -0.3 | 1 | -2 | 1 | 2 | -7 | 4 | 2 | i
- CCn1c(SCC(=O)N2CCc3ccccc3C2)nc2c1c(=O)n(C)c(=O)n2C
  -0.8 | -2 | 1 | 1 | 8 | -4 | -5 | -12 | i
- COc1ccc(C(=O)N2CCN(c3ccccc3OC)CC2)cc1
  0.6 | 1 | -7 | -2 | 4 | -6 | -11 | 13 | i
- Cc1nc2ccccc2c2c1C(=O)N(C)C2=O
  -0.4 | -9 | 1 | 0 | 17 | -1 | -4 | -7 | i
- N#Cc1cnc(NCc2ccc(Cl)cc2Cl)nc1
  -0.1 | 3 | -2 | 1 | 3 | 16 | -4 | 0 | i
- C#CCOCCOCCOCCNc1nc(N2CCN(C(=O)Cn3cc(CCCN=C(N)N)nn3)CC2)nc(N2CCN(C(=O)[C@H]([C@@H](C)O)n3cc(CCCCN)nn3)CC2)n1
  0.3 | 4 | 1 | 4 | -7 | 0 | 0 | 6 | i
- CCN(C(=O)COC(=O)c1c(-c2ccccc2)noc1C)C1CCS(=O)(=O)C1 (configuration not stated)
  0.7 | 3 | -12 | -2 | -22 | -12 | -8 | -9 | i
- CCC(C)(C)NC(=O)CSc1nc(Cc2ccccc2)nc2ccccc12
  -0.1 | -7 | -1 | -3 | 4 | 19 | 2 | -4 | i
- Cc1cc(C[n+]2ccccc2)c2nsnc2c1
  1.0 | 1 | -3 | -4 | 0 | -10 | 2 | 0 | +
- CN(Cc1ccccc1)C(=O)c1nc[nH]c1C(=O)N1CCN(C(=O)OC(C)(C)C)CC1
  1.5 | 2 | -3 | 2 | -3 | -13 | 6 | 37* | i
- COc1ccc(S(=O)(=O)N(CC(=O)NCc2ccccn2)Cc2ccccc2)cc1
  0.0 | 2 | -4 | -1 | 4 | -2 | 1 | -5 | i
- O=C(NC1CCC(O)CC1)c1ccc(S(=O)(=O)NCc2ccco2)cc1 (configuration not stated)
  -0.1 | 1 | -1 | -1 | -8 | -7 | -5 | 0 | i
- CC1CCCN(CC(O)CN2CCN(CC(O)CN3CCCC(C)C3)C(C)C2)C1 (configuration not stated)
  -0.3 | 1 | -1 | 2 | 1 | -7 | -6 | -6 | i
- CC(=O)NC1=NN(C(C)=O)C(c2ccccc2)S1 (configuration not stated)
  -1.2 | 2 | -11 | 1 | -14 | 0 | 2 | 4 | i
- Cc1csc(NS(=O)(=O)c2ccc(Cl)cc2)n1
  0.3 | -1 | -1 | -2 | 4 | 2 | -8 | 3 | i
- CCc1ccc(CNC(=O)CCc2nnc(CCc3ccc(OC)cc3)o2)nc1
  -1.9 | -4 | -2 | 0 | -8 | -12 | -5 | 2 | i
- O=C(Nc1ccc2oc(=O)c(C(=O)O)cc2c1)Oc1ccccc1
  0.8 | 6 | -2 | 1 | 12 | -5 | 2 | 0 | nt
- Cc1ccc(S(=O)(=O)N2C[C@@H]3[C@H]4CC[C@H](C4)[C@@H]3[C@@H](C)[C@@H]2c2ccco2)cc1
  -0.2 | -6 | -5 | -2 | -5 | 20 | 0 | -12 | i
- Cc1ccc(C)c(OCCC(=O)OCC(=O)NC(=O)NC2CCCCC2)c1
  0.3 | -9 | -1 | -1 | -7 | 18 | -2 | -11 | i

Arranged by value in CendR NRP1 mod (descending): 4 from the list above
canonical_smiles	MsrA inh	MT1-MMP act inh	bovine MsrA act	Rin1 Abl inh	SKN-1 block	eLon inh	CendR NRP1 mod	Neddylation inh
CC(=O)NC1=NN(C(C)=O)C(c2ccccc2)S1 (configuration not stated)	-1.2	2	-11	1	-14	2	4	i
CCN(C(=O)COC(=O)c1c(-c2ccccc2)noc1C)C1CCS(=O)(=O)C1 (configuration not stated)	0.7	3	-12	-2	-22	-8	-9	i
Cc1ccc(C)c(OCCC(=O)OCC(=O)NC(=O)NC2CCCCC2)c1	0.3	-9	-1	-1	-7	-2	-11	i
Cc1ccc(S(=O)(=O)N2C[C@@H]3[C@H]4CC[C@H](C4)[C@@H]3[C@@H](C)[C@@H]2c2ccco2)cc1	-0.2	-6	-5	-2	-5	0	-12	i

Following part.
Results follow in this order: MsrA inh | MT1-MMP act inh | bovine MsrA act | Rin1 Abl inh | SKN-1 block | FAS-TE inh | eLon inh | CendR NRP1 mod | Neddylation inh
- CC(NC(=O)CCn1c(=S)[nH]c2ccsc2c1=O)c1ccccc1 (configuration not stated)
  1.5 | -2 | -1 | -2 | -10 | -1 | -10 | 4 | i
- COC(=O)C1(C(F)(F)F)N=C(N(C)C)OC(N(C)C)=N1
  0.1 | -3 | 0 | -2 | 14 | -7 | 2 | 8 | i
- Clc1ccc2c(N/N=C/c3ccc(Br)cc3)ccnc2c1
  0.9 | -1 | -2 | -1 | 8 | -1 | -6 | -11 | i
- O=C(CSCc1c(Cl)cccc1Cl)NCc1ccccn1
  0.9 | -6 | 0 | 0 | -12 | -2 | -2 | 3 | i
- CN(C(=O)CCCN1C(=O)c2cccc3cccc(c23)C1=O)c1ccccc1
  0.7 | -6 | -3 | -1 | 12 | 5 | -7 | 8 | i
- Cc1cc(C(=O)COC(=O)c2ccncc2)c(C)n1Cc1ccco1
  1.1 | 1 | -9 | 3 | 1 | 1 | -1 | -1 | i
- Cn1nccc1NC(=O)Nc1cccc(Cl)c1
  -0.5 | 2 | -4 | -1 | 12 | -6 | 5 | 1 | i
- O=C(CN1CCC(NC(=O)c2cccc(F)c2)CC1)NCc1ccccc1F
  -0.1 | 6 | 0 | 1 | 13 | -7 | 2 | 1 | i
- Nc1ncc(-c2ccc(-c3ccccc3)cc2F)cc1-c1ccccc1F
  3.0 | 2 | -1 | 2 | 40* | 20 | 8 | 19 | nt
- O=C(Nc1ccnn1C1CCN(CCCc2ccccc2)CC1)c1ccccc1
  0.3 | 1 | -9 | -1 | -15 | -4 | -3 | 0 | i
- CN1C(=O)C(O)(CC(=O)/C=C/c2ccco2)c2cc(Br)ccc21 (configuration not stated)
  4.3 | -8 | -15 | 1 | -4 | -4 | -8 | -29 | i
- COc1ccc(/C(N)=N/OC(=O)c2ccc3c(c2)OCO3)cc1
  -1.0 | -1 | -5 | -1 | 1 | -6 | -2 | 2 | i
- c1ccc(-n2ncc3c(NCCN4CCOCC4)ncnc32)cc1
  0.1 | -1 | -10 | -1 | -6 | -2 | -2 | -8 | i
- Cc1cccc(C)c1NC(=O)C1c2ccccc2Oc2ccccc21
  -1.7 | 0 | 1 | -2 | 6 | -9 | 4 | -3 | i
- CC1CCN(S(=O)(=O)c2ccc(NC(=O)CN3CCCC(C)C3)cc2)CC1 (configuration not stated)
  -0.4 | 2 | -3 | -2 | -10 | 12 | 0 | -6 | i
- CCOC(=O)/C(C#N)=C/c1ccc(OC(=O)c2ccco2)c(OCC)c1
  -0.1 | -1 | -2 | 2 | 4 | -3 | -3 | -6 | i
- Cc1c(C(=O)OCC(=O)N2c3ccccc3CC2C)oc2ccccc12 (configuration not stated)
  0.7 | 2 | -2 | -1 | -15 | 25 | -10 | 3 | i
- COc1ccc(N2C(=O)C(OC(C)=O)C2c2ccc(C)cc2)cc1 (configuration not stated)
  0.3 | 13 | -3 | -4 | -10 | 6 | 1 | 5 | i
- Nc1nc(N)c2sc3nc(C(F)(F)F)cc(C(F)(F)F)c3c2n1
  7.5* | -6 | -3 | -2 | -7 | 3 | -21 | -7 | i
- CCC(CO)Nc1ncnc2c1cnn2-c1ccc(OC)cc1 (configuration not stated)
  -0.6 | 0 | 0 | 3 | -9 | -3 | 4 | -8 | nt
- Cc1cc(C)nc(N2C(=O)CC(C(=O)O)NC2=NCCc2c[nH]c3ccccc23)n1 (configuration not stated)
  0.7 | -6 | -3 | 0 | -7 | -4 | 3 | 6 | i
- CN(C)c1ccc(N2C(=O)CSC2=S)cc1
  -0.4 | 19 | -6 | 4 | 2 | -8 | -2 | -29 | i
- COc1cc(CN2CCNC(=O)C2CC(=O)NCCCN2CCOCC2)cc(OC)c1 (configuration not stated)
  1.1 | 5 | -1 | 0 | 16 | -9 | 7 | 2 | i
- CCOC(=O)c1sc(NS(=O)(=O)c2ccc(F)cc2)nc1C
  2.1 | 1 | -1 | 8 | 6 | 1 | -3 | 2 | i
- O=C(NCCNc1ccc([N+](=O)[O-])cc1C(F)(F)F)c1cccc(F)c1
  2.1 | 8 | -16 | -1 | -7 | 25 | -10 | 4 | i
